Screening results from PubChem.
Pf growth 96h: P. falciparum growth inhibition at 96 hour, primary screen for plastid delayed-death inhibitors. P. falciparum luciferase reporter growth, 96 h. Potency, µM (doses to about 28.7 µM), inactives show top-dose activity change, negative = inhibition, actives largely listed as inhibitors. hit rate 6.9% among 320,000. AID 504834; also: potency is read from the fitted curve at half-maximal effect; % is scaled to controls: 0 for no effect and ±100 for the full control effect
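P. falciparum expressing integrated firefly luciferase grown in erythrocytes (2% hematocrit, 0.05% parasitemia final) with compounds for 96 hours at 37 C, 5% CO2. Growth inhibition read as loss of luminescence after adding luciferase detection reagent.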
LmPK inh: LmPK (Leishmania mexicana) enzyme inhibition; Q27686; purified LmPK, Kinase-Glo ATP luminescence, 1 h; Potency, µM (top dose mostly 57.5 µM), inactives show at the highest dose activity change, negative = inhibition, hits mostly inhibitors; hit rate 0.37% among 290,000; AID 1721; also: potency is read from the fitted curve at half-maximal effect; % is scaled to controls: 0 for no effect and ±100 for the full control effect
Target sequence (Q27686 whole entry, looked up): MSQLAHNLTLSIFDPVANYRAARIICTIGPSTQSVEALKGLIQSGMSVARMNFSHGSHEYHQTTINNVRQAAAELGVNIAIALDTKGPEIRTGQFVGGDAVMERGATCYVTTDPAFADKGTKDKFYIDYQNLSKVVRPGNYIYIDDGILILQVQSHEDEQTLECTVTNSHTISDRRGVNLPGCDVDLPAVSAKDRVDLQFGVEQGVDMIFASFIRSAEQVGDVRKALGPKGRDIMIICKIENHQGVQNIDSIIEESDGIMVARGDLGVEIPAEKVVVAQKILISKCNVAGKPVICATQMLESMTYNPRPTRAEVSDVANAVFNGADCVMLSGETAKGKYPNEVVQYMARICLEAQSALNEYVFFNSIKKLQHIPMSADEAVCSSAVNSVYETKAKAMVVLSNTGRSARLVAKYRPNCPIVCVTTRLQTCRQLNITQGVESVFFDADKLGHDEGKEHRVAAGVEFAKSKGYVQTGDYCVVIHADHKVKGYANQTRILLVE
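In 50 mM imidazole pH 7.2 with 7 mM MgCl2, LmPK (0.1 nM) turned over PEP (0.5 mM) and ADP (0.1 mM) for 1 h at room temperature. Luciferase read-out of ATP.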
Cycloheximide cs: affects cycloheximide protein synthesis inhibition readout, counter-screen; hit rate 12% among 300,000; cell reporter, cycloheximide protein synthesis inhibition counterscreen; max response, %; in the data active = max response mostly above about 13%, no sharp cut-off; inactive = mostly below about 14%; also: read at 38.3 µM for the half of the compounds with a filed dose; 0% is about no effect
Pf growth 48h: inhibits P. falciparum growth in the first generation, 48 h; hit rate 5.9% among 310,000; Potency, µM (top dose mostly 28.7 µM), for the others: at the highest dose activity change, negative = inhibition, hits mostly inhibitors; P. falciparum luciferase growth in erythrocytes, 48 h; also: potency is read from the fitted curve at half-maximal effect; % is scaled to controls: 0 for no effect and ±100 for the full control effect
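Cell-based growth assay: transgenic P. falciparum expressing firefly luciferase, cultured in red cells within RPMI 1640 containing 0.5% w/v Albumax, 24 mM bicarbonate and gentamycin. A drop in luciferase activity indicates inhibition.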
Shiga toxin inh: blocks Shiga toxin action in Vero cells; Vero cells, Shiga toxin protein synthesis inhibition reporter; inhibition, % at 38.7 µM; hit rate 9.2% among 290,000; AID 2315; in the data active = inhibition mostly above about 28%, no sharp cut-off; inactive = mostly below about 43%; also: 0% is about no effect
AmpC no deterg: AmpC beta-lactamase inhibition without detergent; Potency, µM (top dose mostly 57.1 µM), inactives show at the top dose activity change, negative = inhibition, most hits filed as inhibitors; AID 485341; P00811; hit rate 0.52% among 330,000; AmpC nitrocefin hydrolysis, absorbance 480 nm, 0.0001% Triton;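 also: potency is read from the fitted curve at half-maximal effect; plate controls were no compound for no effect and no enzyme for full effect; nearly all actives have a fitted effect of over 20% in size; some results filed as inactive show a strong effect at the top dose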
Target sequence (P00811 whole entry, looked up): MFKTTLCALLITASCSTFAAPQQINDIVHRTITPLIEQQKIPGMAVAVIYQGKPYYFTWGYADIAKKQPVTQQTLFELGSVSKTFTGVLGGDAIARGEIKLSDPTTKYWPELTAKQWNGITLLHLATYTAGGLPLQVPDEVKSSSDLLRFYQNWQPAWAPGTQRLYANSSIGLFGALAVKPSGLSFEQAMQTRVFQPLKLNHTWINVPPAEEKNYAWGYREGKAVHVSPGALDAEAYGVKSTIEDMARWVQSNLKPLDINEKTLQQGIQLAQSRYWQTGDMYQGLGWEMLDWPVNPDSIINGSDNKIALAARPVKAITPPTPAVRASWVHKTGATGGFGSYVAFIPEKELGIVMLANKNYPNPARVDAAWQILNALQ
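20 mM phosphate pH 7.0 + 0.01% (detergent screen) or 0.0001% Triton X-100; 5.3 nM AmpC reagent; cpd preinc 15 min RT; nitrocefin (800 uM stock) to start; A480 q20 s × 4 min; Activity was normalised to no-enzyme and no-compound control wells.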
TbPYK inhibitor: T. brucei pyruvate kinase inhibition | TbPYK enzyme, Kinase-Glo Plus ATP luminescence, 45 min | Potency, µM (doses to about 76.8 µM), inactives show at the highest dose activity, negative = inhibition, actives largely listed as inhibitors | hit rate 0.12% among 410,000; also: potency is read from the fitted curve at half-maximal effect; % is scaled to controls: 0 for no effect and ±100 for the full control effect; nearly all actives have a fitted effect of over 50% in size
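Assay buffer: 50 mM TEA pH 7.2, 100 mM KCl, 10 mM MgCl2, 0.05% BSA, 0.01% Tween-20. Pyruvate kinase from T. brucei plus substrate met compound, then ADP (130 uM final). Luminescence was read post 45 min RT.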
Starred values were filed as active, the others as inactive; ? = inconclusive; · = not tested or not shown; & = joins results of further samples; [ ] = dose if it differs, or a comment. Unless noted, calls follow the shape of the dose curve; as a rule, active = well fitted curve in the direction sought with a large enough effect; inconclusive = small, poorly fitted or top-dose-only effect, or another doubt; inactive = no such curve, though single readings can be large; an effect the other way counts as inactive or inconclusive.

SMILES | Pf growth 96h | LmPK inh | Cycloheximide cs | Pf growth 48h | Shiga toxin inh | AmpC no deterg | TbPYK inhibitor
Cc1ccc(C2C(C(=O)c3sc(C)nc3C)=C(O)C(=O)N2CCN(C)C)o1 (stereo not drawn) | 5.86µM* | -3.7% | 8.8 | 9.2% | 34.2 | 2.1% | -4.4%
CC(C)c1cc(CN2CCN(C3CCCC3)C(CCO)C2)[nH]n1 (stereo not drawn) | 11.9% | 3.2% | -3.1 | 28.4% | -7.4 | 20.0% | -9.5%
COc1ccc(CC2C(=O)N(c3ccccc3)C(=O)N(c3ccccc3)C2=O)c(OC)c1 | -28.8% | -2.4% | -3.8 | · | -6.5 | -22.4% | -3.0%
C=C(C)Cn1cnc2c(oc3nc4c(cc32)CCCC4)c1=O | 11.7µM* | -0.6% | 33.1* | 139.9%[activator] | 45.8* | -6.3% | 1.8%
Cc1ccc(S(N)(=O)=O)c(C)c1N1CCCC1=O | 45.6%[activator] | -5.2% | -1.7 | -5.1% | 0.9 | -16.0% | 0.7%
CN1CC(=O)N2Cc3[nH]c4ccccc4c3C[C@H]2C1=O | -1.4% | 2.3% | -4.0 | 11.3% | 23.6 | -0.7% | -1.5%
O=[N+]([O-])c1ccc(CSc2ccccn2)cc1 | 24.8% | -0.4% | 38.9* | · | 48.5 | -15.5% | 10.5%
Cc1cccc(NC(=O)Cn2cnc(S(=O)(=O)N3CCCC3)c2)c1C | ? | -7.5% | -3.5 | 19.5% | 11.0 | -7.4% | 0.9%&-1.7%
Cc1cc(C)n(C(=O)c2cc3sccc3[nH]2)n1 | -19.8% | -4.0% | 30.0* | 38.8%[activator] | 64.1* | -30.7% | 6.0%
CC(=O)Nc1ccc(S(=O)(=O)N2CCCc3ccccc32)cc1 | -23.3% | 4.5% | -3.0 | -13.4% | -6.4 | -7.2% | -3.9%
Cc1ccccc1-c1nc2ccccc2c(=O)n1C | -18.4% | 0.6% | -0.1 | 2.3% | · | -0.7% | -1.0%
CCN(CC)CCOC(=O)c1c(C)oc2ccc(OC)cc12 | -24.3% | -0.8% | 17.3 | 13.0% | 61.4* | 6.2% | 0.0%
COCC(C)NS(=O)(=O)c1ccc(C)cc1 (stereo not drawn) | -11.6% | 1.9% | -2.2 | · | -5.1 | -8.5% | 0.6%
O=C(N/N=C/C=C\c1cccc([N+](=O)[O-])c1)c1cccnc1 | 22.6% | -1.5% | -1.2 | -1.8% | 11.6 | -31.1% | -2.6%
O=C(N/N=C/C=C/c1ccccc1)c1cc2c(ccc3ccccc32)o1 | 86.6%[activator] | 0.6% | -1.2 | 21.7% | -18.8 | -12.9% | -4.6%
O=C(CN(CCc1ccccc1)C(=O)c1csnn1)NC1CCCC1 | 65.5%[activator] | 1.7% | 1.9 | -13.6% | 1.3 | -7.4% | 2.4%
COc1cc2cc3c(N)c(C(=O)NCc4ccco4)sc3nc2cc1OC | -18.0% | 1.2% | 16.1* | ? | 53.8* | 103.9%[activator] | -21.1%
CNC(=S)N/N=C/c1ccccc1OCC(=O)O | 2.4% | -0.1% | 16.2 | 2.7% | 18.4 | -36.2% | 8.6%
COc1ccccc1NC(=S)N1CCC(c2nc3ccccc3o2)CC1 | 23.7% | 1.2% | 1.1 | 16.1% | -12.1 | 8.7% | -3.1%
Brc1ccc(CNc2nc3ccccc3n2CCN2CCCCC2)cc1 | 13.1µM* | 7.8% | -1.7 | ? | -15.7 | 13.0% | -0.5%
c1coc(CNc2ncnc3c2oc2ccccc23)c1 | 6.9% | -2.8% | 1.2 | 20.7% | 27.2 | -19.3% | -11.9%
COC(=O)c1c(-c2ccccc2)csc1NC(=O)c1ccco1 | -6.4% | 6.1% | 70.7* | 66.6%[activator] | 153.3* | -3.1% | -8.4%
Cc1cc(-c2csc(NCc3ccccc3)n2)c(C)n1C | ? | -12.4% | -2.6 | 0.0% | 17.1 | -18.2% | ?
CN(CCNC(=O)C1(O)c2ccccc2NC(=O)N1c1ccccc1)Cc1ccccc1 (stereo not drawn) | ? | 1.8% | 3.6 | 0.5% | -12.6 | -14.4% | -22.6%
Cc1ccc(C(=O)C2CCN(S(=O)(=O)c3ccc(C(=O)O)cc3)CC2)cc1 | ? | -0.7% | -7.3 | 11.3% | -14.2 | -21.1% | 3.0%
Next part
SMILES | Pf growth 96h | LmPK inh | Cycloheximide cs | Pf growth 48h | Shiga toxin inh | AmpC no deterg | TbPYK inhibitor
C/C(=N\NC(=O)c1nnn(-c2nonc2N)c1CSc1ccc(C)cc1)c1ccco1 | 36.6%[activator] | -3.6% | -3.8 | 40.6%[activator] | 15.0 | -8.4% | 0.2%
CC(C)Cc1ccc(CN2CCCC(NC(=O)CCCN3CCCC3=O)C2)cc1 (stereo not drawn) | 15.5% | -2.8% | -1.8 | 5.5% | -2.6 | 55.7% | -3.8%
Cc1cc(C(=O)NNC(=S)NC(C)c2ccccc2)cs1 (stereo not drawn) | 18.6% | -1.5% | -2.7 | 13.9% | 8.8 | -21.5% | -10.9%
CN(C)S(=O)(=O)c1cccc(NC(=O)CCNC(=O)c2ccccc2Cl)c1 | -46.7% | -1.1% | 5.5 | -14.3% | 2.6 | 0.3% | -6.4%
O=c1[nH]c(C2CCN(S(=O)(=O)c3ccc(S(=O)(=O)NC4CC4)cc3)CC2)nc2c1nnn2Cc1ccccc1 | 8.4% | -2.2% | -3.7 | 3.7µM* | -1.2 | 5.5% | -7.6%
Cc1cc(C)cc(C(=O)N2CC(C)OC(C)C2)c1 (stereo not drawn) | -4.4% | 0.7% | -2.5 | · | -14.0 | -0.7% | ·
COc1ccc(C2(c3ccc(OC)cc3)NC(=O)N(CC(=O)Nc3ccc(OC)c(OC)c3)C2=O)cc1 | ? | 0.1% | -4.6 | 6.57µM* | -7.2 | 60.0% | 5.3%
O=C(CSc1nnc(CNC(=O)c2ccccc2)o1)NCc1ccccc1 | ? | 5.8% | -2.8 | -6.1% | -12.7 | -16.2% | 2.4%
O=S(=O)(NCc1ccc2c(c1)OCO2)c1ccccc1F | 60.1%[activator] | -3.0% | 2.2 | -14.9% | 21.3 | -4.3% | 1.4%
CC(=O)Nc1ccc(S(=O)(=O)NCC2CCC(C(=O)NCCCOC(C)C)CC2)cc1 (stereo not drawn) | ? | 0.0% | -4.5 | -24.9% | 3.0 | 2.4% | 3.1%&-28.5%
CCOC(=O)c1ccc(NC(=O)CC2C(=O)OCCN2CC)cc1 (stereo not drawn) | 15.4% | 0.5% | -2.3 | 57.5%[activator][5.75 µM] | -6.7 | -24.4% | 2.3%&-23.0%
O=[N+]([O-])c1ccc2nc(-c3cccnc3)[nH]c2c1 | 156.8%[activator] | -3.8% | 21.3* | -5.9% | 59.7 | -25.8% | 2.4%
Cc1onc(-c2ccccc2)c1CNC(=O)Nc1cccc(Cl)c1 | 9.28µM* | 1.0% | -1.0 | -155.4% | -5.2 | -48.4% | 0.0%
COC(=O)c1cc(Cl)c(NC(=O)/C=C/c2ccc(Cl)cc2Cl)cc1OC | 60.3%[activator] | 4.7% | -3.2 | 35.8% | 11.0 | -11.0% | -5.0%&-4.6%
COCCn1c(SCC(=O)Nc2ccc(C)cc2)nc2c(oc3ccccc32)c1=O | 77.2%[activator] | 2.2% | -3.9 | 35.2%[activator] | -4.9 | -14.7% | 5.2%
CCOC(=O)c1nnn(-c2nn3nnnc3c3ccccc23)c1C | -29.4% | -3.6% | 1.5 | 0.928µM* | 31.4 | 18.3% | 3.4%
CCOc1ccc(Nc2nc3c(C)cccc3cc2C#N)cc1 | -17.9% | 5.8% | -3.2 | -5.7% | · | -20.9% | -3.3%
Cc1cc2c(cc1S(=O)(=O)C(C)CC(=O)NCc1ccco1)OCC(=O)N2 (stereo not drawn) | -18.8% | 1.2% | -3.2 | 29.6% | -1.7 | -17.5% | -2.4%
Cc1ccccc1C(=O)Nc1cccc(-c2ccc3nncn3n2)c1 | -12.8% | 1.0% | 12.1 | ? | 28.4 | -17.7% | -4.1%
NS(=O)(=O)c1ccc(CNC(=O)c2cccc(S(=O)(=O)N3CCc4ccccc43)c2)cc1 | -17.5% | · | · | 14.7µM* | · | 14.1µM* | -10.9%
CCOc1ccc(-n2c(SC(C)C)nc3c(c2=O)SCC3)cc1 | 151.1%[activator] | 3.5% | 1.6 | 8.28µM* | -7.9 | -13.6% | 4.0%
O=C(CSc1nc(Nc2ccccc2)nc(N2CCOCC2)n1)Nc1ccc2c(c1)OCCO2 | · | 4.9% | -4.2 | 9.28µM* | -22.7 | -5.8% | 0.0%
COc1ccccc1Oc1ccc2c(c1)C(=O)N(c1ccc(Br)c3cccnc13)C2=O | ? | 1.9% | -0.8 | 32.8%[activator] | -4.2 | -18.2% | -0.1%
CC(C)Cn1c(C(C)C)nc([N+](=O)[O-])c1Sc1ccc(Cl)cn1 | 9.28µM* | -3.5% | -2.7 | 9.28µM* | -4.2 | 27.2% | -9.6%
CCn1c(=O)n(CC)c2cc(S(=O)(=O)Nc3ccccc3C)c(C)cc21 | · | -9.8% | -2.1 | ? | 6.8 | 5.5% | -1.8%
The results go on:
SMILES | Pf growth 96h | LmPK inh | Cycloheximide cs | Pf growth 48h | Shiga toxin inh | AmpC no deterg | TbPYK inhibitor
Cc1cccc(NC(=O)/C(C#N)=C\c2cn(CC(=O)O)c3ccccc23)c1 | 10.9% | 4.2% | 1.1 | -11.5% | 1.6 | -23.1% | -1.9%
CN(C)S(=O)(=O)c1ccc(C(=O)OCC(=O)Nc2ccccc2OC(F)F)cc1 | 8.8% | 5.6% | -2.4 | · | -7.3 | -5.5% | 1.4%
O=C(CSc1ccc(-c2nc3ccccc3[nH]2)cn1)N1CCN(C(=O)c2ccco2)CC1 | 0.8% | -5.4% | 2.0 | 13.1µM* | 11.2 | 12.1% | ?
CN(C)c1ccc(CNC(=O)c2ccc(CNc3c(N4CCCCC4)c(=O)c3=O)cc2)cc1 | 11.0% | 10.8% | -6.3 | · | -18.3 | -18.1% | -6.9%
Cc1cnc(NC(=O)c2nn(C)cc2[N+](=O)[O-])s1 | 36.0%[activator] | -4.0% | 24.0 | 49.4%[activator] | 19.1 | -26.5% | 4.1%
Nc1c(C(=O)N2CCCC2)sc2nc(-c3ccccc3)ccc12 | 99.6%[activator] | 1.3% | 38.8* | 134.6%[activator] | 75.2* | 68.5%[activator] | -7.5%
COc1cc(C(C)=O)ccc1Oc1ncnc2c1cnn2-c1ccccc1 | 52.1%[activator] | 1.1% | 0.5 | 40.6%[activator] | 1.2 | -21.3% | 3.9%

Pulled by structure from the entries so far (three):
SMILES | Pf growth 96h | LmPK inh | Cycloheximide cs | Pf growth 48h | Shiga toxin inh | AmpC no deterg | TbPYK inhibitor
CN(C)c1ccc(CNC(=O)c2ccc(CNc3c(N4CCCCC4)c(=O)c3=O)cc2)cc1 | 11.0% | 10.8% | -6.3 | · | -18.3 | -18.1% | -6.9%
O=C(CSc1nnc(CNC(=O)c2ccccc2)o1)NCc1ccccc1 | ? | 5.8% | -2.8 | -6.1% | -12.7 | -16.2% | 2.4%
O=C(CN(CCc1ccccc1)C(=O)c1csnn1)NC1CCCC1 | 65.5%[activator] | 1.7% | 1.9 | -13.6% | 1.3 | -7.4% | 2.4%
